Screens deposited in PubChem BioAssay by several laboratories.
TbMetRS inhib: T. brucei MetRS inhibitors, primary screen, biochemical, luminescence; AID 624268, 2012; purified T. brucei MetRS, ATP depletion, Kinase-Glo luminescence; inhibition, % at 11.9 µM; methionyl-tRNA synthetase (Trypanosoma brucei brucei); actives 0.4% (n = 360,000);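 active means inhibition above a per-plate cutoff of the control wells' mean inhibition plus 3 SD, cut at about 5.5% in these data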;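 further: 0% = DMSO wells median and 100% = median of wells with control inhibitor compound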
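technique = Kinase-Glo luminescence, ATP depletion format | system = purified MetRS (methionyl-tRNA synthetase) enzyme from Trypanosoma brucei | timing = 15 min preincubation, 2 h reaction, all 25 °C | evaluation = percent inhibition versus plate control medians | dosing = single dose, 11.9 µM final nominal, 0.9% final DMSO | also added = substrates ATP, L-methionine and bulk Escherichia coli tRNA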
SUMO1-SIM PPI: modulators of SUMO1 protein-protein interactions, primary screen, biochemical, uHTS; Small ubiquitin-related modifier 1 (Homo sapiens), P63165; SUMO1 binding to a labelled peptide, TR-FRET, 1 h; inhibition, % at 20 µM; actives 0.33% (n = 360,000); in the data active means inhibition above about 37%
NRP1-CendR mod: modulators of CendR peptide binding to NRP-1, primary screen, biochemical, fluorescence polarization, uHTS; Neuropilin-1 (Homo sapiens), O14786; FAM-RPARPAR peptide binding to NRP-1; inhibition, % at 25 µM; actives 0.85% (n = 360,000);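 active means inhibition or corrected inhibition above about 18%, plus a signal ratio from 0.5 to 1.5, limit read from the data, passing the limit was not always enough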; further: strong numbers were not always called active
Target sequence (O14786 whole entry, looked up): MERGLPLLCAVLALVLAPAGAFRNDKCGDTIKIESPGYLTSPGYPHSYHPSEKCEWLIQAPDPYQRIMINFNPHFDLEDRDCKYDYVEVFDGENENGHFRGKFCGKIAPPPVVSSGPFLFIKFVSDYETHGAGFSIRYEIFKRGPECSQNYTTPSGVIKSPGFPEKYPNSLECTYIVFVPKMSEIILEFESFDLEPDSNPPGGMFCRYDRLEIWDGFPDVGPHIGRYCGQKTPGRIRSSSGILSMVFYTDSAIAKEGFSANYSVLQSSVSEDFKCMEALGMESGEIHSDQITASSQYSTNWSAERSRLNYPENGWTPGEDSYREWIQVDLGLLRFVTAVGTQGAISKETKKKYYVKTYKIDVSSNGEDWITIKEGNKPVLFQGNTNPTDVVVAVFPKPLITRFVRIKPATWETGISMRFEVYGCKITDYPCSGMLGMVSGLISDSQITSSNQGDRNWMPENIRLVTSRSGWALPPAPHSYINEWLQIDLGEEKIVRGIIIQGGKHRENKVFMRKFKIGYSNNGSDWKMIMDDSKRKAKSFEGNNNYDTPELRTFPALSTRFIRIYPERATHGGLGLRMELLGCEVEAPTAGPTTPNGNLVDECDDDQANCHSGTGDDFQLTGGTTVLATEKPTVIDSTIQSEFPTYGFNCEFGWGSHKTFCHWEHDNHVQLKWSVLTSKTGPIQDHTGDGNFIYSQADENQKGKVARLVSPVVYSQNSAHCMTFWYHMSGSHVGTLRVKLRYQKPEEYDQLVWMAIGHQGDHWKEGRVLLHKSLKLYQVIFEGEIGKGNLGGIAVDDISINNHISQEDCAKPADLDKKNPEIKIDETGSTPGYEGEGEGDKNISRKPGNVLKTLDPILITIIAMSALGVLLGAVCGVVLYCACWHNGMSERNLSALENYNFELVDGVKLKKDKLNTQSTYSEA
DNMT1 inh: human DNMT1 methyltransferase inhibitors, primary screen, biochemical, molecular beacon, fluorescence, HinP1I cleavage, uHTS; DNA (cytosine-5)-methyltransferase 1 (Homo sapiens), P26358; inhibition (reported as % activation of signal), % at 10 µM; actives 0.83% (n = 360,000); AID 588458, 2011; in the data active means inhibition above about 50%
STEP block: STEP phosphatase inhibitors, primary screen, biochemical, fluorescence intensity, uHTS; Tyrosine-protein phosphatase non-receptor type 5 (Homo sapiens), P54829; recombinant STEP, OMFP fluorogenic substrate; inhibition, % at 20 µM; actives 0.25% (n = 360,000); AID 588621, 2011;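 active means inhibition at 20 µM, scaled per plate between control wells, above about 37%, limit read from the data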;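 further: 0% = DMSO with enzyme and substrate and 100% = substrate only without enzyme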
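Measure: Control-normalized % inhibition with plate pattern correction | Test system: STEP phosphatase, cell-free reaction | Medium: pH 6.0 Bis-Tris with DTT and Tween 20 | Technique: Fluorescence, 480/540 nm | Times: Reaction 20 min, ambient temperature | Doses: Single compound dose of 20 µM, 1% DMSO final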
LMPTP block: LMPTP phosphatase inhibitors, primary screen, biochemical, fluorescence intensity, uHTS; recombinant LMPTP-A, OMFP fluorogenic substrate; inhibition, % at 20 µM; actives 0.22% (n = 360,000);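 active means compounds that cut the enzyme signal by at least half of the control window in the single-dose screen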;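 further: plate controls were DMSO wells with enzyme plus substrate for no effect and substrate without enzyme for full effect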
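Test system – LMPTP-A phosphatase enzyme · Quantity – 0.625 nM LMPTP-A final · Reagent – OMFP substrate, 400 µM final · Dosing – one test concentration per compound, 20 µM, with 3% DMSO overall · Timing – 50 min enzyme reaction at room temperature, protected from light · Detection – fluorescence intensity · Controls – substrate-only low control, DMSO enzyme-plus-substrate high control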
Neddyl block: inhibitors of cullin neddylation, primary screen, biochemical, TR-FRET, uHTS, NAE and Ubc12 | calls only at 25 µM | actives 0.58% (n = 360,000) | AID 651699, 2012; in the data active means inhibition above about 36%
NadD block: inhibitors of S. aureus NadD, primary screen, biochemical, colorimetric, uHTS. Nicotinate-nucleotide adenylyltransferase NadD (Staphylococcus aureus N315). purified NadD enzyme, colorimetric absorbance read-out. inhibition, % at 20 µM. actives 0.78% (n = 360,000); in the data active means inhibition above about 26%; further: some compounds past the cut are filed as inactive
Scp1 inh: Scp-1 phosphatase inhibitors, primary screen, biochemical, colorimetric, uHTS. Carboxy-terminal domain RNA polymerase II polypeptide A small phosphatase 1 (Homo …. Recombinant Scp1, phosphopeptide, malachite green phosphate absorbance. inhibition, % at 20 µM. actives 0.88% (n = 340,000). AID 493091, 2011;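 active means inhibition above about 50% at 20 µM, limit read from the data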;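 further: plate controls were DMSO wells with enzyme for no effect and wells lacking enzyme for full effect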
Target sequence (Q9GZU7 76-261 limits assumed): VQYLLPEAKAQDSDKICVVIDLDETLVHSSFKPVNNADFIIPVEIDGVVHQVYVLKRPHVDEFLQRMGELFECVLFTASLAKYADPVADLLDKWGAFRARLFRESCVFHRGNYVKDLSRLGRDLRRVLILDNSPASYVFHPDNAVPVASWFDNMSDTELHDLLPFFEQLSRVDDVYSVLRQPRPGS
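Test system: SCP-1 phosphatase catalytic domain, residues 76-261 | Compound dosing: One concentration, 20 µM, with 1.0% DMSO | Schedule: 45 min room-temperature reaction, 5 min colour, 30 min stabiliser | Detection: Absorbance at 630 nm | Read-out basis: % inhibition of SCP-1 phosphate liberation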
SKN-1 inh: suppressors of acrylamide-induced Pgst-4::GFP reporter in worms, primary screen, SKN-1 inhibitor project, whole organism, uHTS, GFP/RFP fluorescence ratio, strain VP596. inhibition, % at 21.8 µM. C. elegans VP596 Pgst-4::GFP/RFP ratio, 24 h. AID 624304, 2012. actives 0.49% (n = 360,000);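 active means interference check ratio from 0.5 to 1.5 plus GFP to RFP signal ratio inhibition reaching or exceeding a fixed threshold, cut at about 30% in these data, passing the limit was not always enough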; further: some compounds called inactive have numbers as strong as hits
An asterisk follows results filed as active; i = inactive; nt = not tested or not shown. Not a hit list; about 4.6% have a hit in one of these screens.

compound,TbMetRS inhib,SUMO1-SIM PPI,NRP1-CendR mod,DNMT1 inh,STEP block,LMPTP block,Neddyl block,NadD block,Scp1 inh,SKN-1 inh
Cc1ccc(NC(=S)Nc2ccccn2)c(C)c1,-0.6,-3,7,-2,0,0.1,i,1,3,-1
O=C(NCc1ccncc1)Nc1ccc2c(c1)OCO2,-0.9,2,-5,-1,-1,-1.0,i,-5,-1,-4
O=C1c2cccc3cccc(c23)C(=O)N1CCCCCc1n[nH]c(=S)o1,0.7,-5,-8,1,-2,0.1,i,16,21,10
COc1ccc(CCNC(=O)Cn2cnc3scc(-c4ccccc4)c3c2=O)cc1OC,-0.2,0,8,-2,1,-1.0,i,-1,-9,9
COc1ccc2[nH]c(=O)c3c(c2c1)OC(C)(C)C=C3,-0.5,-10,5,1,-5,-0.7,i,1,0,19
CC(NC(=O)C(=O)Nc1nccs1)c1ccccc1 (centres undefined),-0.5,0,-5,3,0,-1.6,i,-5,-5,-2
Cn1cc(C(CC(=O)O)C(=O)O)c2ccccc21 (centres undefined),-0.3,1,-7,2,9,-2.1,i,-5,-8,-11
CCn1c(CNc2ccc(Cl)cc2)nnc1SCC#N,0.4,-3,15,1,0,0.3,i,-2,-1,2
FC(F)C(F)(F)C1=CC(c2ccccc2)=NCCN1,-0.3,0,0,3,-5,-2.1,i,-5,-2,-6
COc1ccc(/C=N/NC(=O)c2cccnc2)cc1CSc1nc2ccccc2s1,-1.1,1,3,-18,4,0.3,i,-8,-10,-1
COC(=O)Nc1ccc(C)c2nsnc12,0.3,-13,-8,0,-3,0.1,i,3,0,21
Cc1ccc(NC(=S)c2nc3ccccc3[nH]2)c(C)c1,-0.4,-10,-18,-1,0,0.6,i,3,-10,7
CC(C)CNC(=O)COC(=O)c1c2c(nc3ccccc13)/C(=C/c1cccs1)CC2,0.4,-12,-41,-3,-2,3.9,nt,16,9,13
Cc1oc2c(F)c(F)c(F)c(F)c2c1S(=O)(=O)Nc1cccc(C(F)(F)F)c1,-1.0,5,6,1,-2,4.1,i,-2,3,3
O=C(CC12CC3CC(CC(C3)C1)C2)NCc1ccc(F)cc1,-2.3,-3,-10,0,-1,1.0,i,-2,-7,9
Cc1cc(C)cc(NC(=O)[C@@H](NC(=O)c2ccco2)C(C)C)c1,-0.6,3,11,-1,1,-1.0,i,5,-1,0
Cc1c(NC(=O)COC(=O)Cn2cc(C(F)(F)F)ccc2=O)cccc1[N+](=O)[O-],-0.2,-1,9,5,1,-0.3,i,3,-1,-5
COc1ccc(C(=O)Cc2ccccc2)cc1OC,-1.0,-2,-15,2,1,-1.2,i,-4,-4,5
O=C1CCCN2N=C(SCC(=O)N3N=C(c4ccc(Br)cc4)CC3c3ccc(F)cc3)SC2=N1 (centres undefined),0.3,-1,-3,-2,0,3.3,i,6,-6,2
C/C(=N/NC(N)=S)c1cc2ccc(O)cc2oc1=O,-0.5,-1,-84,47,-3,10,nt,0,55*,-7
COc1ccc(C(C#N)=Cc2cccc(OC)c2OC)cc1,-0.3,-16,-3,-6,-3,1.5,i,-1,nt,11
O=C(NCc1ccc(F)cc1)C1CC(=O)N(Cc2ccco2)C1 (centres undefined),-0.3,3,0,-2,0,-0.7,i,-2,-4,-1
O=c1cnnc(N/N=C/c2cccs2)[nH]1,-0.3,-5,-2,-2,-2,-1.2,i,1,0,-3
C/C(=N\NC(=O)c1nn(C)c(C)c1Br)c1ccc(NC(=O)C2CCCC2)cc1,0.0,0,-12,11,0,-0.8,i,-3,-2,-8
Cc1nc(SCC(=O)N2CCOCC2)c2c(C)c(C)sc2n1,-0.6,6,9,2,-1,0.7,i,-1,4,8
O=c1[nH]c2cc3c(cc2cc1CN(Cc1ccco1)C(=S)NCC1CCCO1)OCCO3 (centres undefined),-0.3,5,6,-3,2,-0.3,i,2,-6,1
O=C(CSc1nnc(CN2CCCCC2)n1-c1ccccc1)c1ccc2c(c1)OCO2,0.1,0,-4,-1,-4,0.6,i,-1,4,13
C=CCOc1c(Br)cc(/C=N/NC(N)=O)cc1OC,-0.1,-2,12,0,2,-1.0,i,-3,-8,10
Cc1nc(/C=[N+](\[O-])C(C)(C)/C=N/O)n(O)c1C,-1.3,-2,17,3,-3,-1.4,i,2,-6,26
C#CCNC(=O)C1=C[C@@H](c2coc3ccccc3c2=O)C[C@@H](OCc2ccc(CO)cc2)O1,-0.3,4,11,-2,-2,-0.2,i,-4,-4,-7
CN1CCN(c2cc(N3CCc4ccccc4C3)c(F)cc2[N+](=O)[O-])CC1,-0.5,-29,-2,-5,2,3.0,i,-1,-3,8
C/C(=C\c1ccccc1)CN1CCN(c2ccccc2)CC1,-0.6,-4,12,-5,1,0.7,i,-5,-6,17
Cc1ccc(S(=O)(=O)Nc2cccc(-c3ccc(N4CCCCCC4)nn3)c2)c(C)c1,-0.6,-8,6,-10,6,5.2,i,42*,8,-1
Nc1ccc2cc3[nH]c4cc(N)ccc4c3nc2c1,0.4,-60,140,194*,-195,58*,i,54*,-13,-193
COc1ccc(C2Nc3ccccc3C(=O)N2c2ccccc2)cc1Cn1cc([N+](=O)[O-])cn1 (centres undefined),0.2,-1,-8,-4,-2,-0.5,i,0,-4,1
COc1ccc(S(=O)(=O)NCC2CCCO2)cc1NC(=O)c1ccccc1F (centres undefined),0.5,0,13,1,0,4.5,i,-7,2,-4
COc1ccc(-c2cc(C(=O)OCC(=O)c3cccc([N+](=O)[O-])c3)c3cc(C)ccc3n2)cc1,-1.4,-5,-1,19,-1,0.5,i,15,17,0
COc1ccc(OC)c(/C=N/NC(=O)CSc2cc(C)nc3c(OC)cccc23)c1,-0.9,-2,3,5,3,1.1,nt,-10,-1,15
Cc1cc(NC(=O)C(C)SCC(=O)Nc2cc(C(F)(F)F)ccc2N2CCOCC2)no1 (centres undefined),-0.5,3,-5,2,0,-1.0,i,-1,-5,-1
COc1cc(C(=O)N2CCN(Cc3ccc4c(c3)OCO4)CC2)c([N+](=O)[O-])cc1OC,0.1,-4,-82,-3,1,1.7,i,-4,1,12
Cc1nn(C)cc1/C=N/NC(=O)Cn1nccc1C,-0.9,0,4,1,-2,-1.2,i,2,-2,8
CCC/C=C1/CCCOC(C(=O)NCc2ccccn2)(C(F)(F)F)C1 (centres undefined),-0.4,-5,-1,1,0,-0.5,i,-4,-1,16
Cn1nc(C2CC2)cc1NC(=O)C1(C)CCN1C(=O)Cc1ccc(-c2ccccc2)cc1 (centres undefined),-0.1,9,-3,-6,0,-1.2,i,-4,nt,1
COc1ccc(C(=O)c2ccc(N(C)C)cc2)c2ccccc12,0.1,-20,-8,-4,-2,2.4,i,-2,-5,3
CC(O)CNCCCOc1cccc(C(F)(F)F)c1 (centres undefined),-1.0,-3,-6,-1,1,-0.8,i,-7,-4,3

Profiles from above. Order of values: TbMetRS inhib	SUMO1-SIM PPI	NRP1-CendR mod	DNMT1 inh	STEP block	LMPTP block	Neddyl block	NadD block	Scp1 inh	SKN-1 inh
Entry for Cc1ccc(S(=O)(=O)Nc2cccc(-c3ccc(N4CCCCCC4)nn3)c2)c(C)c1 → -0.6	-8	6	-10	6	5.2	i	42*	8	-1
Entry for COc1ccc(OC)c(/C=N/NC(=O)CSc2cc(C)nc3c(OC)cccc23)c1 → -0.9	-2	3	5	3	1.1	nt	-10	-1	15

Next part.
compound,TbMetRS inhib,SUMO1-SIM PPI,NRP1-CendR mod,DNMT1 inh,STEP block,LMPTP block,Neddyl block,NadD block,Scp1 inh,SKN-1 inh
COc1ccc(NC(=O)CSCC(=O)Nc2ccc(C)c(S(=O)(=O)N3CCCCCC3)c2)cc1,-0.2,-5,-1,-4,-2,-0.7,i,-6,-11,20
COC(=O)c1ccc2c(C)c(C(C)(C)O)[nH]c2c1,-0.3,-3,0,3,0,2.6,nt,1,-5,16
Cc1cccc(C(=Cc2ccc([N+](=O)[O-])cc2)C(=O)O)c1,-0.2,-27,-8,7,-2,-1.4,i,-2,nt,3
COc1ccc(NC(=O)CSc2ncnc3c2nnn3-c2ccc(F)cc2)c(OC)c1,0.3,-2,2,-3,-3,2.2,i,-2,-2,-2
C[C@H](CO)N1C[C@H](C)[C@@H](CN(C)S(=O)(=O)c2ccccc2)Oc2c(NC(=O)Nc3ccccc3)cccc2C1=O,16*,3,-10,1,-2,-0.7,i,0,-2,33
CC(=O)N1C(=O)C2(NCC(C)N2)c2ccccc21 (centres undefined),0.0,2,0,2,-2,-2.0,i,-1,nt,9
COc1cc(NC(=O)c2ccc3c(=O)n(Cc4ccco4)c(=S)[nH]c3c2)cc(OC)c1OC,0.6,6,-2,-7,-1,2.4,i,6,-5,22
CCOC(=O)c1c(-c2ccc(C)cc2C)csc1NC(=O)CSc1nnnn1C,0.1,6,-10,-10,2,6.1,i,4,-12,16
CC1CC(C)CN(S(=O)(=O)c2ccc(C(=O)NCc3ccco3)cc2)C1 (centres undefined),-0.8,-2,-3,-1,0,0.5,i,-3,2,-3
COC(=O)CNS(=O)(=O)c1ccc(OC)cc1,0.2,0,5,2,2,0.0,i,-1,1,-10
CCOC(=O)N1CCN(C(=O)c2cccc(S(=O)(=O)Nc3ccc(OC)cc3)c2)CC1,0.6,-51,13,-7,-1,-9.2,i,8,-5,8
Cc1occc1-c1nnc(SCC(=O)N(C)c2ccccc2)o1,-0.1,3,3,0,0,-0.3,i,1,-7,17
NC(=O)c1ccc(NC(=O)COC(=O)C2(c3cccc(F)c3)CCCC2)cc1,0.1,1,1,-3,-4,1.4,i,-2,-8,-6
CC(CNC(=O)c1ccc(OC2CCN(Cc3ccccn3)CC2)cc1)Oc1cccnc1 (centres undefined),-0.5,2,6,1,-1,-0.8,i,-8,2,-10
